Bioassay records (PubChem)
GALK inh = qHTS Assay for Inhibitors of Human Galactokinase (GALK); 270,000 tested, 0.007% active; Purified GALK, Kinase-Glo residual ATP luminescence; Potency, µM (series often up to 57.5 µM), inactives show at the top dose activity change, negative = inhibition, actives largely listed as inhibitors; P51570; also: potency is read from the fitted curve at half-maximal effect; % is scaled to controls: 0 for no effect and ±100 for the full control effect
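Galactose (100 uM) and ATP (35 uM) were turned over by 5 nM GALK for 1 h at RT. Kinase-Glo Plus then converted the remaining ATP into a luminescent signal.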
PKM2 activator = qHTS Assay for Activators of Human Muscle isoform 2 Pyruvate Kinase; Pyruvate kinase PKM (Homo sapiens), P14618; purified PKM2, Kinase-Glo ATP luminescence, activation; response scale: 0% is enzyme alone, no compound; Potency, µM (doses to about 57.5 µM), for the others: at the top dose activation, hits mostly activators; 260,000 tested, 0.34% active; AID 1631, 2009; also: potency is read from the fitted curve at half-maximal effect; % is scaled to controls: 0 for no effect and ±100 for the full control effect; nearly all actives have a fitted effect of over 55% in size
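Purified hPK-M2 (>95% pure) converted ADP (0.1 mM final) to ATP with 0.5 mM PEP in 50 mM imidazole pH7.2, KCl, MgCl2, Tween 20, BSA; 1 h at room temperature. ATP detected by Kinase-Glo luminescence.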
Giardia killer = Small Molecules that selectively kill Giardia lamblia: qHTS. Giardia lamblia trophozoite viability. activity change, % at 7.66 µM, hits read low. 340,000 tested, 0.15% active; in the data active = activity change below about -80%; inconclusive = between about -30% and that limit;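 also: parasites exposed to compound for two days anaerobically before the ATP read; % is scaled to controls: 0 for no effect and ±100 for the full control effect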
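Compounds were tested on trophozoites seeded at 100 cells/well and held 48 hrs at 37 deg C anaerobically. An ATP-based luminescent kit measured the remaining live cells.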
a7 integrin act = qHTS for Activators of Integrin-Mediated Alleviation for Muscular Dystrophy | alpha7betagal myoblasts, beta-gal FDG fluorescence, 48 h | Potency, µM (highest dose often 38.3 µM), without a hit: top-dose activation, most hits filed as activators | 350,000 tested, 0.064% active;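 also: potency is read from the fitted curve at half-maximal effect; 100% = response of the positive control SU9516; nearly all actives have a fitted effect of over 60% in size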
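Alpha7betagal+/- myoblasts (passage 13) were plated 16-24 hr, then exposed to compounds (1:260 dilution of DMSO stock) for 48 hours at 37C. After MPER lysis, β-galactosidase reporter activity was read as FDG fluorescence (ex 480/em 540) after 30 minutes.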
Tb PFK inh = qHTS Assay to Find Inhibitors of T. brucei phosphofructokinase. ATP-dependent 6-phosphofructokinase (Trypanosoma brucei brucei), O15648. T. brucei PFK, ADP-Glo luminescence. Potency, µM (doses to about 57.5 µM), without a hit: top-dose activity, negative = inhibition, hits mostly inhibitors. 330,000 tested, 0.17% active;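 also: potency is read from the fitted curve at half-maximal effect; 0% = uninhibited 1x PFK enzyme wells and -100% = no-enzyme wells; nearly all actives have a fitted effect of over 60% in size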
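ADP-Glo luminescence quantified ADP after 45 min at room temperature, with 1.25 nM T. brucei PFK, 0.1 mM ATP and 0.5 mM fructose-6-phosphate in pH 8.0 TEA buffer. qHTS titrations up to 57 µM; curves classified by quality.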
Coupling enz = qHTS Assay for Inhibitors of Fructose-1,6-bisphosphate Aldolase from Giardia Lamblia: Coupling assay counterscreen; coupling enzyme system counterscreen, AmpLite Red fluorescence; activity change, negative = inhibition, % at 58.2 µM, hits read low; 290,000 tested, 0.67% active; AID 2472, 2010; in the data active = activity change below about -30%; also: % is scaled to controls: 0 for no effect and ±100 for the full control effect
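Final compound at 57.5 uM, incubated 10 min at RT with coupling enzyme reagent (glyceraldehyde-3-phosphate), then 20 min with substrate and AmpLite Red detection. Fluorescence read at 525/598 nm; tests interference with the coupling assay, not aldolase inhibition.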
ASM inhibitor = Inhibitors of Secretory Acid Sphingomyelinase (S-ASM): qHTS; Sphingomyelin phosphodiesterase (Homo sapiens), P17405; placental ASM, HMU-PC fluorogenic substrate, 60 min; Potency, µM (doses to about 57.5 µM), for inactives: top-dose activity change, negative = inhibition, usual class: inhibitors; 340,000 tested, 0.006% active; AID 504937, 2011; also: potency is read from the fitted curve at half-maximal effect
Target sequence (P17405 47-631 limits assumed): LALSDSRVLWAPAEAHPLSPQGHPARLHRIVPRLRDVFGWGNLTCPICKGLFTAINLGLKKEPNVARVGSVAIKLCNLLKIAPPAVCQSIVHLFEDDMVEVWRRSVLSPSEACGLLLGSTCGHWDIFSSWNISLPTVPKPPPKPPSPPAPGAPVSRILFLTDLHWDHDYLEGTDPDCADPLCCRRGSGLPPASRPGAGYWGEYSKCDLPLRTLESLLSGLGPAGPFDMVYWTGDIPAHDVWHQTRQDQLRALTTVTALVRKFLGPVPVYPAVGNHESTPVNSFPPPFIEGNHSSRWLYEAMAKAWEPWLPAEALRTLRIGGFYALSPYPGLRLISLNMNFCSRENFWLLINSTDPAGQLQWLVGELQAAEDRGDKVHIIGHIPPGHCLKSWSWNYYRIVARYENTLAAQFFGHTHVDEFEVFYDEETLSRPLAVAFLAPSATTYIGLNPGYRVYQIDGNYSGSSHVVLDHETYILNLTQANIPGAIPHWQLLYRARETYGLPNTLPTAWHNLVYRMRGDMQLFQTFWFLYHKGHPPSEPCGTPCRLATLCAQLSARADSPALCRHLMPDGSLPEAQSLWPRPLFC
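qHTS format. ASM enzyme prepared from human placenta hydrolyses the fluorogenic substrate HMU-PC0 (9 uM final) over 60 min at 37 °C after a 10 min compound preincubation.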
Menin-MLL TR inh = qHTS Assay for Inhibitors Targeting the Menin-MLL Interaction in MLL Related Leukemias: Competition With Texas Red Labeled MLL-derived Mutant Peptide. O00255. Menin + Texas Red MLL mutant peptide, fluorescence polarization. Potency, µM (series often up to 61.6 µM), inactives show at the highest dose FP activity change, negative = inhibition, usual class: inhibitors. 270,000 tested, 0.23% active; active = well fitted inhibition curve with a large enough effect in the polarisation, with a control signal flat, not every such curve was filed as active; inconclusive = small, poorly fitted or top-dose-only effect, or effect the other way, or a change in a side signal; inactive = no such curve, though single readings can be large or run the other way; the % refers to the polarisation; also: potency is read from the fitted curve at half-maximal effect; % of control where 0% means no effect; many of its hits are not listed in these tables
B2AR arrestin = qHTS assay of beta-arrestin-biased ligands of beta2-adrenergic receptor. Potency, µM (highest dose often 46.1 µM), inactives show at the top dose activation, usual class: activators. 330,000 tested, 0.02% active. beta-arrestin recruitment to beta2AR, cell-based reporter;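 also: potency is read from the fitted curve at half-maximal effect; 0% = DMSO controls and full agonism = EC100 isoproterenol or metaproterenol; nearly all actives have a fitted effect of over 65% in size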
Target sequence (P07550 whole entry, looked up): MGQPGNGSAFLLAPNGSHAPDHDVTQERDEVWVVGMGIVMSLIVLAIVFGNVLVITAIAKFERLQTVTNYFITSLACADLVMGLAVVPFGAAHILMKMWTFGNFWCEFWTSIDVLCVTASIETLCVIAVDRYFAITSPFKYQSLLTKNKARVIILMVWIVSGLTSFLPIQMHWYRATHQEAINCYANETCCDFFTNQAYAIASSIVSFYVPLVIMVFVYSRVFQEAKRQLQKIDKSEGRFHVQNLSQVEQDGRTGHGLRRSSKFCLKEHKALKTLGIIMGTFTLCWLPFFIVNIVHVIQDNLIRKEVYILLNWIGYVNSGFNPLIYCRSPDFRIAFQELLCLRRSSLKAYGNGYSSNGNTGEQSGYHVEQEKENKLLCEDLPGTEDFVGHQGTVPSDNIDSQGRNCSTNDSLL
PTAP TSG101 blk = qHTS Assay for Iinhibitors of HIV-1 Budding by Blocking the Interaction of PTAP/TSG101. Fluorescence polarization, FITC-PTAP peptide / Tsg101 binding. Potency, µM (titrated, usually from 115 µM), inactives show top-dose activity change, negative = inhibition, hits mostly inhibitors. 340,000 tested, under 10 active. AID 493005, 2010; active = well fitted inhibition curve with a large enough effect in the main read-out, with a control signal flat, not every such curve was filed as active; inconclusive = small, poorly fitted or top-dose-only effect, or effect the other way, or a change in a side signal; inactive = no such curve, though single readings can be large or run the other way; also: potency is read from the fitted curve at half-maximal effect; % of control where 0% means no effect
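Steps: Tsg101 binding domain dispensed (10 uM final), compounds pinned in DMSO, FITC-labeled PTAP-motif peptide added (50 nM final); after 20 min binding at room temperature, polarization measured.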
BCR signal inh = qHTS Assay to Find Inhibitors of Chronic Active B-Cell Receptor Signaling; ABC-DLBCL IkBa-CBG/CBR reporter, luminescence ratio, 4 h; Potency, µM (doses to about 46.1 µM), for the others: at the highest dose ratio change, negative = lower green/red ratio, most hits filed as inhibitors; 340,000 tested, 0.05% active; active = well fitted inhibition curve with a large enough effect in the signal ratio, with a control signal flat, not every such curve was filed as active; inconclusive = small, poorly fitted or top-dose-only effect, or effect the other way, or a change in a side signal; the % refers to the signal ratio;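 also: potency is read from the fitted curve at half-maximal effect; plate controls were basal doxycycline-induced cells for no effect and cells given 10 µM MG132 for full effect; MG132 reads +100%, hits lower the ratio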
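Compounds up to 46 uM were incubated four hours with TMD8 cells whose green CBG68 luciferase is fused to IkappaBalpha; red CBR luminescence normalised the signal, and concentration-effect curves were fitted to fusion, red and ratio data.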
* marks the source's active call; other numbers are inactive results; ? = inconclusive; nt = no result given; [ ] = dose if it differs, or a comment. Unless noted, calls follow the shape of the dose curve; as a rule, active = well fitted curve in the direction sought with a large enough effect; inconclusive = small, poorly fitted or top-dose-only effect, or another doubt; inactive = no such curve, though single readings can be large; an effect the other way counts as inactive or inconclusive.

SMILES	GALK inh	PKM2 activator	Giardia killer	a7 integrin act	Tb PFK inh	Coupling enz	ASM inhibitor	Menin-MLL TR inh	B2AR arrestin	PTAP TSG101 blk	BCR signal inh
Cc1ccc(-c2nc(Nc3ccccc3)n[nH]2)cc1	2%	1%	-2	19%	-6%	-3	-2%	?	-0.2%	-3%	?
O=C(CCC(=O)NCCO)NCCO	-2%	-8%	6	5%	-3%	0	-2%	-20%	0.1%	-5%	4%
CCOC(=O)CNC(=O)OC1CCN2Cc3ccccc3N=C12 (stereo not drawn)	nt	nt	-11	-9%	2%	-1	-1%	-23%	-0.9%	-4%	1%
Cc1nnc2sc(-c3cccc4ccccc34)nn12	3%	1%	5	17%	-6%	0	3%	-10%	-0.2%	-1%	?
CCOc1cc(S(=O)(=O)NCCCN2CCOCC2)ccc1F	-3%	8%	1	0%	0%	nt	-2%	nt	0.0%	2%	-3%
Cc1cc(C(=O)OCC(=O)N(C)c2ccccc2)c2ccccc2n1	nt	nt	-2	-2%	6%	nt	-3%	nt	0.3%	-2%	-1%
O=C(C1CC(=O)N(c2ccc(F)cc2)C1)N1CCCCCC1 (stereo not drawn)	-2%	1%	22	?	1%	-2	2%	1%	0.3%	-27%	?
Cc1ccc(NC(=O)C(C)SCc2ccccc2)cc1 (stereo not drawn)	-4%	0%	3	16%	2%	0	2%	4%	-0.1%	-6%	1%
CC1CCCC(NC(=O)COC(=O)c2ccc(Br)o2)C1C (stereo not drawn)	nt	nt	-14	0%	0%	nt	-1%	nt	-0.2%	0%	0%
COCCSc1nnc(NC(=O)c2ccc(OC)c([N+](=O)[O-])c2)s1	-1%	-1%	-23	-23%	-7%	-1	1%	2%	0.5%	-6%	-1%
CCC(OC(=O)c1cccs1)C(=O)NCc1ccco1 (stereo not drawn)	0%	-1%	-2	19%	-5%	2	4%	-7%	0.4%	-4%	?
CSc1nnc(-c2ccc(Cl)cc2Cl)o1	-3%	1%	-17	8%	1%	nt	0%	-3%	-0.3%	0%	?
CCN(CC)CCNC(=O)c1cc2c(-c3ccc(Cl)cc3)nn(C)c2s1	5%	-7%	16	-2%	0%	3	-10%	-20%	0.4%	-1%	?
CCOc1cc(/C=N/NC(=O)c2ccncc2)ccc1OS(C)(=O)=O	0%	0%	8	12%	0%	2	1%	10%	0.0%	-1%	0%
COC(=O)C1=C(C)N(c2ccc(Cl)cc2)/C(=C/c2cccs2)C1=O	1%	1%	-28	3%	2%	2	-8%	-11%	-1.5%	3%	0%
COCCOC(=O)C1=C(C)NC(=O)NC1c1c(F)cccc1Cl (stereo not drawn)	11%	-2%	-9	6%	3%	3	4%	-3%	-0.4%	-5%	-1%
Cc1cc(-c2nnc(-c3ccccc3)c(-c3ccccc3)n2)c(C)o1	1%	16%	-9	7%	-3%	0	-15%	5%	-1.2%	-3%	9%
O=[N+]([O-])c1cccc(S(=O)(=O)NCCCn2ccnc2)c1	4%	-1%	-10	-23%	0%	1	5%	1%	0.2%	-10%	1%
Cc1cc2ncn(/N=C/c3ccc(-c4ccccc4)o3)c2cc1C	2%	-3%	2	-19%	-4%	-3	2%	-1%	-0.1%	-1%	10%
O=C(COC(=O)CC1CCCC1)Nc1ccc(OC(F)F)cc1	1%	5%	16	26%	3%	-1	0%	14%	0.1%	-3%	2%
CCOC(=O)C1C(c2cccnc2)NC(=O)NC1(O)C(F)(F)F (stereo not drawn)	4%	-3%	6	?	0%	3	-2%	0%	0.2%	0%	-1%
CCOC(=O)Cc1nnc(NC(=O)CSc2nnc3c4ccccc4n(C(C)C)c3n2)s1	2%	0%	4	16%	-17%	2	-1%	1%	0.4%	-2%	?
CCOc1ccc(C(=O)CC(C(=O)O)N2CCN(Cc3ccccc3)CC2)cc1 (stereo not drawn)	nt	nt	-3	-62%[inhibitor]	-12%	nt	4%	nt	0.2%	-1%	?
NC(=O)C1CCN(S(=O)(=O)c2cc3c4c(c2)CCN4C(=O)CC3)CC1	nt	nt	-4	-19%	2%	nt	4%	nt	0.3%	-4%	-1%
CCCCNc1c(-c2cccc(-c3cc(C(C)=O)cs3)c2)nc2cc(C)ccn12	nt	nt	71[activator]	-46%[inhibitor]	-2%	nt	-28%	nt	0.1%	0%	?
Additional compounds:
SMILES	GALK inh	PKM2 activator	Giardia killer	a7 integrin act	Tb PFK inh	Coupling enz	ASM inhibitor	Menin-MLL TR inh	B2AR arrestin	PTAP TSG101 blk	BCR signal inh
CCCCn1nnc(NC(=S)NC(=O)c2cccs2)n1	0%	2%	6	23%	1%	-4	-1%	4%	2.5%	-1%	?
O=C1c2ccccc2C(=O)N1CCCCSc1nc2ccccc2c(=O)n1CCCN1CCOCC1	-2%	1%	8	-9%	-3%	-1	-2%	?	0.1%	0%	2%
Cc1ccc(/C=N/NC(=O)c2cccc(S(=O)(=O)Nc3cccc(Cl)c3)c2)o1	0%	2%	-12	13%	-5%	1	5%	-27%	0.0%	-6%	1%
OCCn1nc2c3ccccc3nc-2n(-c2ccccc2)c1=S	-4%	0%	17	3%	-1%	-2	-2%	6%	0.1%	0%	0%
NC1=NC(c2ccccc2Cl)n2c(nc3ccccc32)N1 (stereo not drawn)	-2%	6%	-8	-9%	1%	1	-2%	4%	-0.1%	-15%	?
COCCNc1nc(N)c([N+](=O)[O-])c(NCc2ccccc2)n1	1%	nt	-21	6%	-1%	0	0%	26%	-0.4%	-3%	-6%
BrC(=C\c1ccccc1)/C=N/Nc1ccc2nncn2n1	nt	-5%	-7	-40%	-3%	-1	-6%	nt	-0.4%	12%	?
COC(=O)c1ccc(/C=N/NC(=O)c2ccc3nc[nH]c3c2)cc1	8%	-1%[0.46 µM]	21	9%	-1%	2	4%	4%	0.3%	2%	?
Cc1ccc(Cn2ccc(NC(=O)c3cc(C(C)C)on3)n2)cc1	1%	5%	6	-3%	3%	5	-4%	-5%[11.7 µM]	-0.3%	-3%	0%
Cc1ccccc1-c1nnc(SCC(=O)Nc2cccc(C)c2C)o1	0%	0%	-10	15%	2%	0	-4%	9%	-0.1%	-4%	0%
C[C@H](NC(=O)N1CCn2c1nc1ccccc12)C(=O)NC1CC1	1%	nt	26	24%	0%	nt	10%	nt	-0.4%	-2%	-4%

An excerpt of these results, with values under each structure:
Under each structure: GALK inh	PKM2 activator	Giardia killer	a7 integrin act	Tb PFK inh	Coupling enz	ASM inhibitor	Menin-MLL TR inh	B2AR arrestin	PTAP TSG101 blk	BCR signal inh
> O=C1c2ccccc2C(=O)N1CCCCSc1nc2ccccc2c(=O)n1CCCN1CCOCC1
 : -2%	1%	8	-9%	-3%	-1	-2%	?	0.1%	0%	2%
> BrC(=C\c1ccccc1)/C=N/Nc1ccc2nncn2n1
 : nt	-5%	-7	-40%	-3%	-1	-6%	nt	-0.4%	12%	?
> COCCNc1nc(N)c([N+](=O)[O-])c(NCc2ccccc2)n1
 : 1%	nt	-21	6%	-1%	0	0%	26%	-0.4%	-3%	-6%
> NC1=NC(c2ccccc2Cl)n2c(nc3ccccc32)N1 (stereo not drawn)
 : -2%	6%	-8	-9%	1%	1	-2%	4%	-0.1%	-15%	?
> OCCn1nc2c3ccccc3nc-2n(-c2ccccc2)c1=S
 : -4%	0%	17	3%	-1%	-2	-2%	6%	0.1%	0%	0%
> Cc1ccccc1-c1nnc(SCC(=O)Nc2cccc(C)c2C)o1
 : 0%	0%	-10	15%	2%	0	-4%	9%	-0.1%	-4%	0%
> Cc1ccc(/C=N/NC(=O)c2cccc(S(=O)(=O)Nc3cccc(Cl)c3)c2)o1
 : 0%	2%	-12	13%	-5%	1	5%	-27%	0.0%	-6%	1%

Only part of the results is shown; count on the stated rates, not on these rows.
